Screening results (PubChem BioAssay)
Fam108B counter = counter-screen for RBBP9 inhibitors: inhibitors of mouse Fam108B; inhibition, % at 9.51 µM; 0.33% of 300,000 active; recombinant Fam108B, FP-Rh probe fluorescence polarization;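 active = inhibition above the screen mean inhibition plus 3 SD, computed separately per campaign, cut at about 18% in these data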;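 note: inhibitors lower polarization as less probe binds the enzyme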
Bcl-xL primary = inhibitors of human Bcl-xL; Q07817; GST-Bcl-xL / FITC-Bim BH3 peptide fluorescence polarization; inhibition, % at 10.9 µM; 0.7% of 320,000 active;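 active = inhibition above the mean of all tested compounds plus 3 SD, cutoff set per campaign, cut at about 30% in these data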;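 note: 0% = DMSO wells and 100% = unlabeled Bim-BH3 peptide competitor; inhibitors lower millipolarization by displacing the labeled peptide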
Target sequence (Q07817 whole entry, looked up): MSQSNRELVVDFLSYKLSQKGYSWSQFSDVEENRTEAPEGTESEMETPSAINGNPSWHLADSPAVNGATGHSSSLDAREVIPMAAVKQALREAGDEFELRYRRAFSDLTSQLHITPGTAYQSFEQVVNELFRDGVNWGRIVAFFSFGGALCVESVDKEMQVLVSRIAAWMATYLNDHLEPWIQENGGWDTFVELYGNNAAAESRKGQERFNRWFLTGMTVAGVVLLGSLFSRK
MEX-5 binding = C. elegans MEX-5 TCR-2 RNA binding activity. 0.38% of 300,000 active. Q9XUB2. AID 1832. activity score (negative = inhibition of binding), % at 10 µM. MEX-5/FITC-TCR2 RNA binding, fluorescence polarization; stronger effect = lower value;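 active = inhibition past about -25% in most replicates, and total fluorescence under double the plate's negative control median, limit read from the data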;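 note: 0% = DMSO and -100% = 5 µM competing unlabeled TCR2 RNA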
VLA-4 inh = inhibition in a human VLA-4 binding assay | P13612 | VLA-4 expressing cells, ligand binding flow cytometry | inhibition, % (about 7 µM as worked out from the volumes in the protocol) | 0.2% of 330,000 active; in the data active = inhibition above about 50%
MCL1-BIM inh = inhibitors of human MCL1 binding to BIM-BH3 peptide. Q07820. GST-MCL1 / FITC-Bim-BH3 fluorescence polarization. inhibition, % at 10.9 µM. 0.68% of 320,000 active;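 active = inhibition above the mean inhibition of all tested compounds plus 3 SD, set per campaign, cut at about 40% in these data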;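 note: 0% = DMSO wells and 100% = unlabeled Bim-BH3 peptide control; higher means more loss of mP so more displacement of Bim peptide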
Target sequence (Q07820 whole entry, looked up): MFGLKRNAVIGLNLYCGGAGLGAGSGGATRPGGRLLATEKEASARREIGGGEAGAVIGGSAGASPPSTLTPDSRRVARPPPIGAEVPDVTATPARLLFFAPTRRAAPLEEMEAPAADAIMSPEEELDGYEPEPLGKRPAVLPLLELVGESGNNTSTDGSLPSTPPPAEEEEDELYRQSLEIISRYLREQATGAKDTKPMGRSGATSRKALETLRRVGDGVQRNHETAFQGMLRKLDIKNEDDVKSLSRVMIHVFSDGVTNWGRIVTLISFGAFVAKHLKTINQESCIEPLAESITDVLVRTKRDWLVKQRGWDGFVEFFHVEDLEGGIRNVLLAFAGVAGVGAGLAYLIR
GLD-1 TGE inh = GLD-1-TGE RNA interaction inhibition (C. elegans) | Q17339 | purified GLD-1 + fluorescein TGE RNA, fluorescence polarization | inhibition, % at 5.96 µM | 0.44% of 320,000 active;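 active = percent inhibition above a per-plate cutoff, the plate mean of test compounds plus 3 SD, cut at about 30% in these data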;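 note: 0% = DMSO wells with GLD-1 and probe and 100% = wells lacking GLD-1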
Target sequence (Q17339 whole entry, looked up): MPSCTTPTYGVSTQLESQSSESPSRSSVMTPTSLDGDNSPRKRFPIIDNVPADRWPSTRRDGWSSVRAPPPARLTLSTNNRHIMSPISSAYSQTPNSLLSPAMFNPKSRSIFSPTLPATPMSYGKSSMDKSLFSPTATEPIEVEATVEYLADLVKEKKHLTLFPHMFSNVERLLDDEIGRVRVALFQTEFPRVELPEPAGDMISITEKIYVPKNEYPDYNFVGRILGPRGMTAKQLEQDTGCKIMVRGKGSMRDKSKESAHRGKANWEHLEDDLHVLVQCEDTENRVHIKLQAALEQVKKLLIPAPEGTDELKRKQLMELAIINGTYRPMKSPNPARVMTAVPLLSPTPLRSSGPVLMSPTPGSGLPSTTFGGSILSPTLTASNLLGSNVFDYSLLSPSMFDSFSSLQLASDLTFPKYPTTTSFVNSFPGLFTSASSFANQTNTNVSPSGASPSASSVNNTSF
Efflux pump inh = antifungal efflux pump inhibition, Nile Red retention; S. cerevisiae Candida pump triplex; 0.44% of 330,000 active; inhibition, % at 10 µM;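 active = plate passing quality check with inhibition over a set limit, or well fluorescence over plate mean plus 4 SD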;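 note: Nile Red retained in pooled yeast measured as flow cytometry median fluorescence; 0% = buffer negative control and 100% = Enniatin B positive control; higher means more Nile Red kept so more efflux inhibition; some compounds called inactive have numbers as strong as hits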
PME-1 primary = blocks human protein phosphatase methylesterase 1 | inhibition, % at 5.9 µM | 0.53% of 320,000 active | recombinant PME-1, FP-Rh probe fluorescence polarization | Q9Y570 | AID 2130;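 active = inhibition above the campaign mean of all compounds plus 3 SD, cut at about 26% in these data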;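 note: competitive labeling of PME-1 active site by serine hydrolase directed probe; 0% = PME-1 with DMSO and 100% = wells lacking PME-1 enzyme; inhibitors block probe labeling so polarization falls and inhibition rises; many of its hits are not listed in these tables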
GRK2 aptamer HTS = inhibitors of human GRK2 displacing RNA aptamer; P25098; bead flow cytometry, FAM-aptamer displacement from GRK2; inhibition of aptamer binding, % at 10 µM; 0.59% of 330,000 active; AID 488847;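 active = inhibition of aptamer binding above 40%, roughly 3 SD of noise, on plates passing a quality check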;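 note: median bead fluorescence of bound FAM aptamer so fluorescent compounds give negative values; no value below 0 was filed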
An asterisk follows results filed as active; / = not tested or not shown. Some of the compounds tested; rates above refer to the full screens.

SMILES	Fam108B counter	Bcl-xL primary	MEX-5 binding	VLA-4 inh	MCL1-BIM inh	GLD-1 TGE inh	Efflux pump inh	PME-1 primary	GRK2 aptamer HTS
CNc1nc(N)c([N+](=O)[O-])c(N2CCCCCC2)n1	1	5	2.0	3	3	0	-0.2	5	0
CC(C)CCNS(=O)(=O)c1cc2c3c(c1)CCN3C(=O)CC2	1	0	-4.1	13	-1	-7	-0.2	2	4
Oc1ccc(/C=N/Nc2ccc3ccccc3c2)c(O)c1	16	7	-1.9	-12	-1	-9	0.2	17	2
CN(C)S(=O)(=O)c1cccc(-c2cn3cccnc3n2)c1	-3	9	1.7	6	10	0	-0.1	0	1
O=C(CNC(=O)c1cccnc1)N/N=C/c1cc(Br)c(O)c(Br)c1	2	6	-1.6	-14	13	5	0.0	-5	1
CCNS(=O)(=O)c1ccc(CCC(=O)Nc2ccccc2)cc1	3	-1	1.2	3	0	6	-0.3	1	6
Cc1nc(SCC(=O)NC2CCCCC2C)nc(C)c1C (stereo unspecified)	/	/	/	8	/	-2	0.2	/	0
COc1ccc(N=Cc2c(O)n(-c3ccc(OC)cc3)c(=O)c3ccccc23)cc1	-1	6	-4.0	1	-4	-10	0.0	-1	0
COC(=O)c1cc(NC(=O)CN(c2cccc(OC)c2)S(=O)(=O)c2ccccc2)ccc1Cl	-33	-2	-1.3	12	-3	4	-0.3	-45	0
O=C(N/N=C/c1ccc([N+](=O)[O-])cc1)c1c[nH]c2ccccc12	-1	8	1.5	29	-2	-6	0.3	0	0
Cc1cccc2c(C(=O)O)cc(-c3cccnc3)nc12	5	5	-0.3	12	4	3	0.3	-4	1
CC(CC(=O)Nc1ccc(Br)cc1F)S(=O)(=O)c1ccc2c(c1)NC(=O)CO2 (stereo unspecified)	-1	-2	3.2	0	-1	4	-0.3	7	0
O=C1C2C(C(=O)N1c1ccc3c(c1)OCO3)C1C=CC2C12CC2 (stereo unspecified)	1	-3	-4.7	-2	-3	6	0.0	-7	2
O=C(O)Cn1c(=O)c2c3c(sc2n(Cc2ccc(F)cc2)c1=O)CCCC3	1	-2	1.9	-7	5	2	0.0	-1	0
CCOC(=O)N1CCC(N2CCCC(C(=O)c3cccc(OC(C)C)c3)C2)CC1 (stereo unspecified)	0	5	3.1	-1	0	3	-0.1	0	5
CCNc1nnc(-c2ccccc2OC)s1	-4	5	0.3	2	0	2	-0.1	-4	0
CN(CC(=O)Nc1ccccc1Br)C(=O)c1cccnc1Nc1cccc(C(F)(F)F)c1	-3	1	-0.3	-2	-2	8	-2.4	-5	0
CC(CCc1ccccc1)NC(=O)CN1CCN(c2ccccc2)CC1 (stereo unspecified)	8	-19	1.3	40	-18	4	0.3	9	11
O=C(NCc1ccco1)c1ccc(COc2ccccc2Cl)cc1	-2	5	-0.9	6	5	3	-0.1	-5	3
Cc1cc(C)cc(OCC(=O)N(Cc2ccc(N(C)C)cc2)C2CCS(=O)(=O)C2)c1 (stereo unspecified)	8	2	-1.3	-24	5	5	-0.1	-1	0
CCOC(=O)N1CCN(S(=O)(=O)c2ccc(C)c(C)c2C)CC1	-3	4	/	20	-2	-1	0.1	2	1
CCN(CC)C(=O)Cn1cc(C(=O)C(=O)NCC2COc3ccccc3O2)c2ccccc21 (stereo unspecified)	0	4	/	-4	-5	-4	0.0	3	1
COc1cccc(Nc2nc(-c3cccc(N4C(=O)c5ccccc5C4=O)c3)cs2)c1	31*	6	0.3	1	3	-3	0.0	12	1
CCOC(=O)C1CCCN(C(=O)c2cccc(NC(=O)C(CC)CC)c2)C1 (stereo unspecified)	-2	1	1.7	5	2	-7	0.0	-4	4
CCN(C(C)=O)c1ccc(Oc2nc(OC)cc(OC)n2)cc1	1	6	-2.7	0	5	5	0.0	9	0
More entries follow.
SMILES	Fam108B counter	Bcl-xL primary	MEX-5 binding	VLA-4 inh	MCL1-BIM inh	GLD-1 TGE inh	Efflux pump inh	PME-1 primary	GRK2 aptamer HTS
CCC1(C)Cc2nc3[nH]c(=S)n(-c4ccccc4C)c(=O)c3cc2CO1 (stereo unspecified)	-1	7	-2.7	1	2	3	0.1	-4	2
C=CCSc1nc2c(c(=O)[nH]c(=O)n2C)n1C/C=C(/C)Cl	-2	6	0.4	-3	-2	5	-0.1	1	5
O=C(CCC(=O)OCc1ccc([N+](=O)[O-])cc1)Nc1ccccc1Cl	2	3	1.0	-1	0	4	0.0	2	2
O=C1CC(c2ccccc2Oc2cccc(Cl)c2)C(n2cncn2)C(=O)C1C1NCCc2ccccc21 (stereo unspecified)	-3	1	1.7	2	-4	2	-0.3	5	2
CCN(CC)C(=O)C12CC3CC(CC(Cl)(C3)C1)C2	0	-1	-0.5	6	5	3	0.1	-4	2
CC(C)NC(=O)COc1cccc2ccccc12	1	7	-1.8	-2	4	4	0.0	0	2
CCN1CCN(C(=O)c2ccccc2NC(=O)c2ccc(Cl)cc2)CC1	5	3	0.1	3	2	1	0.1	1	0
Cc1[nH]c2ccc(C(=O)NCCCN3CCCC3)cc2c1C	2	0	-3.6	-8	1	0	0.9	6	0
O=C(/C=C/c1cccc(F)c1)NCCCn1ccnc1	-5	8	1.8	-4	-1	-4	0.0	-6	0
O=C1NC(c2cccc(Br)c2)=N/C1=C\c1ccco1	1	19	-7.6	8	32	1	0.2	6	50*
Clc1ccc(N2CCN(c3ccnc(Cl)n3)CC2)cc1	-3	4	-1.7	1	-3	-1	0.1	-3	2
COc1ccc(CCNC(=O)CSC2=NS(=O)(=O)c3ccccc3N2)cc1OC	-3	1	-1.0	5	-3	3	0.2	5	4
COc1ccc(C2CC2/C(=N/O)c2ccccc2)cc1 (stereo unspecified)	-1	4	0.3	-6	10	4	0.1	4	0
Cc1ccc(NC(=O)Cn2c(C)cc(C)c(C#N)c2=O)c(Cl)c1	0	2	0.1	-4	5	20	0.1	0	0
CCOc1ccc(CCNC(=O)CCS(=O)(=O)c2ccc(C)cc2)cc1OCC	2	7	-3.8	-3	-1	0	0.0	-2	1
CN(C)c1cc(N/N=C/c2ccccc2C(F)(F)F)nc(N(C)C)n1	0	7	-0.4	-1	6	-2	-0.4	4	0
CCOC(=O)c1nnn(-c2nonc2N)c1CSc1ccccc1	2	2	-1.4	-2	4	4	-0.1	0	0
O=C(Nc1ccc(Cl)c(Cl)c1)c1ccc(Cl)c(Cl)c1	-12	5	0.6	-11	2	2	-1.0	-81	0
CCOc1ccc(S(=O)(=O)NC2CCCCC2C)cc1 (stereo unspecified)	0	3	-2.1	2	14	2	-1.9	8	4
COC(=O)c1ccc(C)c(NS(=O)(=O)c2ccc(OC)c(OC)c2)c1	-2	5	0.6	-4	1	6	0.3	-2	0
Nc1ccc(C(=O)c2cccs2)cc1[N+](=O)[O-]	4	3	-3.1	13	-5	-1	0.2	-2	2
O=C(CSc1ccc(-c2ccncc2)nn1)c1ccc(Cl)cc1	1	0	1.6	6	-2	3	0.3	0	0
CCOc1ccc(S(=O)(=O)NCCC(=O)NCC2(N3CCCCC3)CCCCC2)cc1	-3	4	-4.0	2	2	10	-0.1	4	0
CN1CCc2c(sc3nc(SCC(=O)N4CCCCC4)n(-c4ccccc4)c(=O)c23)C1	-4	10	1.4	11	5	-3	0.2	3	0
O=C(Nc1cc(Cl)ccc1N1CCOCC1)c1ccc(N2CCCC2=O)cc1	-2	-5	-2.5	-3	-8	0	-0.1	4	1
Next structures.
SMILES	Fam108B counter	Bcl-xL primary	MEX-5 binding	VLA-4 inh	MCL1-BIM inh	GLD-1 TGE inh	Efflux pump inh	PME-1 primary	GRK2 aptamer HTS
O=C(NCc1cccs1)C(=O)c1cn(CC(=O)N2CCCC2)c2ccccc12	2	6	/	-7	5	7	-0.1	4	0
COc1cc(/C=C(\C#N)c2nc3ccccc3[nH]2)ccc1OC(=O)c1ccco1	-15	1	1.9	-38	-2	-6	0.1	-13	7
COc1cc(OC)c(NC(=O)CNC(=O)Cn2ccc3ccccc3c2=O)cc1Cl	3	1	0.4	0	3	0	-0.3	-2	0
NC(=S)NN=C(c1ccccc1)c1ccccc1	-2	7	4.1	4	11	-2	0.0	3	0
COc1ccc2nc(C)c(C(=O)NN)cc2c1	2	7	2.4	4	18	3	-0.1	-5	3
COc1ccc(C(=O)Oc2cccc(Nc3ncnc4ccccc34)c2)cc1OC	-4	5	0.8	9	4	0	0.2	-7	0
CN1C(=O)NC(c2ccccc2)C2=C1CN(CCc1ccccc1)C2=O (stereo unspecified)	-3	1	-1.2	-4	0	3	0.0	8	0
Cc1ccc(NS(=O)(=O)c2ccc(Br)s2)nc1	0	7	0.5	3	11	1	0.1	0	0
CC(=O)Nc1ccccc1-c1nc2ccccc2nc1OCC(=O)c1ccc2ccccc2c1	-3	-6	-1.3	-2	-10	6	0.0	-4	0
COc1cccc(NC(=O)C(c2ccccc2)N2CCCCC2)c1 (stereo unspecified)	-2	2	1.1	-4	0	1	0.1	5	1

Ordered by formula weight (falling): some entries from above
SMILES	Fam108B counter	Bcl-xL primary	MEX-5 binding	VLA-4 inh	MCL1-BIM inh	GLD-1 TGE inh	Efflux pump inh	PME-1 primary	GRK2 aptamer HTS
COC(=O)c1cc(NC(=O)CN(c2cccc(OC)c2)S(=O)(=O)c2ccccc2)ccc1Cl	-33	-2	-1.3	12	-3	4	-0.3	-45	0
COc1cc(OC)c(NC(=O)CNC(=O)Cn2ccc3ccccc3c2=O)cc1Cl	3	1	0.4	0	3	0	-0.3	-2	0
O=C(O)Cn1c(=O)c2c3c(sc2n(Cc2ccc(F)cc2)c1=O)CCCC3	1	-2	1.9	-7	5	2	0.0	-1	0
COc1cc(/C=C(\C#N)c2nc3ccccc3[nH]2)ccc1OC(=O)c1ccco1	-15	1	1.9	-38	-2	-6	0.1	-13	7
CCC1(C)Cc2nc3[nH]c(=S)n(-c4ccccc4C)c(=O)c3cc2CO1 (stereo unspecified)	-1	7	-2.7	1	2	3	0.1	-4	2
CC(CCc1ccccc1)NC(=O)CN1CCN(c2ccccc2)CC1 (stereo unspecified)	8	-19	1.3	40	-18	4	0.3	9	11
CN1C(=O)NC(c2ccccc2)C2=C1CN(CCc1ccccc1)C2=O (stereo unspecified)	-3	1	-1.2	-4	0	3	0.0	8	0
CCOC(=O)c1nnn(-c2nonc2N)c1CSc1ccccc1	2	2	-1.4	-2	4	4	-0.1	0	0
O=C(NCc1ccco1)c1ccc(COc2ccccc2Cl)cc1	-2	5	-0.9	6	5	3	-0.1	-5	3
Cc1ccc(NC(=O)Cn2c(C)cc(C)c(C#N)c2=O)c(Cl)c1	0	2	0.1	-4	5	20	0.1	0	0
CCN(C(C)=O)c1ccc(Oc2nc(OC)cc(OC)n2)cc1	1	6	-2.7	0	5	5	0.0	9	0
O=C1C2C(C(=O)N1c1ccc3c(c1)OCO3)C1C=CC2C12CC2 (stereo unspecified)	1	-3	-4.7	-2	-3	6	0.0	-7	2
CNc1nc(N)c([N+](=O)[O-])c(N2CCCCCC2)n1	1	5	2.0	3	3	0	-0.2	5	0
Nc1ccc(C(=O)c2cccs2)cc1[N+](=O)[O-]	4	3	-3.1	13	-5	-1	0.2	-2	2
CCNc1nnc(-c2ccccc2OC)s1	-4	5	0.3	2	0	2	-0.1	-4	0
